From PubChem BioAssay
E coli growth – E. coli V3065 growth inhibition, primary screen, counter-screen for AddAB inhibitor project, absorbance, OD600; 18 h; inhibition, % at 11.9 µM; 0.27% of 330,000 active;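 active means inhibition above the campaign's mean inhibition across all tested compounds plus 3 SD, cut at about 9.9% in these data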;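 further: uninfected addAB+ strain grown without phage in ampicillin broth; 0% = DMSO wells and 100% = ciprofloxacin 0.95 µg/ml wells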
Pemphigus Ab inh – inhibitors of pemphigus antibody binding to DSG3, primary screen, biochemical, bead-based, flow cytometry, scFv-GFP; Desmoglein-3 (Homo sapiens), P32926; DSG3-coupled beads, scFv-anti-DSG3-GFP binding; active compounds read low; binding (percent of control), % at 10 µM; 0.48% of 310,000 active;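 active means binding more than 3 SD below its plate's average and above zero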;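 further: hits lower antibody fragment binding to DSG3; some compounds called inactive have numbers as strong as hits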
Target sequence (P32926 whole entry, looked up, the tested form may be a part): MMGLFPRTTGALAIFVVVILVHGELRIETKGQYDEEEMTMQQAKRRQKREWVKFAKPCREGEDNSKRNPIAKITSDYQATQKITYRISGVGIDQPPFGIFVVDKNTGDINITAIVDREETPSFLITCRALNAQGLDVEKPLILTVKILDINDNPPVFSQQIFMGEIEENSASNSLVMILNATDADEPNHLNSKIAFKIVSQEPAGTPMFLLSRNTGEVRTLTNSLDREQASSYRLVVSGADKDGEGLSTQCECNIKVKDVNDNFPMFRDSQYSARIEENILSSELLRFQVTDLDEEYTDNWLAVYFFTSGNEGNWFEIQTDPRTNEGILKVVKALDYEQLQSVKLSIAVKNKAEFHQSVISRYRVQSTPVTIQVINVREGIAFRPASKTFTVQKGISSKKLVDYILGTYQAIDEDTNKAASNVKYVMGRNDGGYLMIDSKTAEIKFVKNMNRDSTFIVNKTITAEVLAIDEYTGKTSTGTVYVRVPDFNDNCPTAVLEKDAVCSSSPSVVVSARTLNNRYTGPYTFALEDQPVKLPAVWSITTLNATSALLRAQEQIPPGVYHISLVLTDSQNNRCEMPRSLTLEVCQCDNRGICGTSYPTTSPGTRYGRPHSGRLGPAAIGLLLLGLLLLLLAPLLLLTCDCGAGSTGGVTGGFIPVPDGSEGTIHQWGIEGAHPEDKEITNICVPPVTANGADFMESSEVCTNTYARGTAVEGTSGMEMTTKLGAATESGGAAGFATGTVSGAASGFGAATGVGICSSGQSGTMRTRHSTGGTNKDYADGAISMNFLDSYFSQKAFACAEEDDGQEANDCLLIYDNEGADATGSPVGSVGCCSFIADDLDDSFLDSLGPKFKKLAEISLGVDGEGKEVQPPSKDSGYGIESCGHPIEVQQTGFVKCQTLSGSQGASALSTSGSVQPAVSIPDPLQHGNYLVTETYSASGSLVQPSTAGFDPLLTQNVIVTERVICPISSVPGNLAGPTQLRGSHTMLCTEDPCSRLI
OPRM1-OPRD1 ag – agonists of OPRM1-OPRD1 heterodimerization, primary screen, cell-based, luminescence. cells. activation, % at 9.3 µM. 0.3% of 340,000 active. AID 504326, 2011; in the data active means activation above about 18%;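 further: 0% = vehicle-treated cells and 100% = reference agonist; values of inactives mirror those of a sister screen read the other way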
SUMO Mot1 rescue – yeast Mot1-301 growth rescue at high temperature, primary screen, SUMOylation pathway inhibitor project, S. cerevisiae, ATP luminescence, 38.5C; S. cerevisiae Mot1-301 growth rescue; percent above DMSO median, 100 means doubled; growth rescue, % at 18.8 µM; 1% of 320,000 active;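 active means every valid replicate shows activation above 250% relative to neutral control wells; inactive means the rest, any valid replicate at or below 250%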;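 further: OY570 slx delta 5 strain wells were the positive control but not used for scaling; some compounds called inactive have numbers as strong as hits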
phage Ecoli inh – growth loss of phage-infected E. coli, primary screen, RecBCD inhibitor project, absorbance, with phage, HTS | inhibition, % at 11.9 µM | AID 651602, 2012 | 0.26% of 360,000 active; in the data active means inhibition above about 11%
Arr AP2 block – inhibitors of beta-arrestin/AP2 binding, primary screen, biochemical, GPCR trafficking, flow cytometry. inhibition, % at 10 µM. FITC-arrestin peptide / GST-AP2 beads; AP2 beta2 appendage carries R879A mutation. beta-arrestin 1 C-terminal peptide binding to AP2 beta2-adaptin appendage (human). 0.31% of 340,000 active;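 active means inhibition above a set limit, near 3 SD of compounds lacking own fluorescence, cut at about 54% in these data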;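 further: plate controls were DMSO wells for no effect and 5 µM unlabelled arrestin peptide for full effect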
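Material – GST-tagged AP2 beta2-adaptin appendage (R879A) on 4 µm glutathione beads · Probe or stimulus – fluorescein-tagged arrestin peptide at 50 nM final · Timing – 12 min plus 1 h, RT · Detection – bead flow cytometry, FITC channel · Read-out basis – inhibition as reduced fluorescein signal on beads, percent · Medium – PBS plus Tween 20 (0.05%) and BSA (0.1%)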
PfHsp90 yeast 2 – growth inhibition of PfHsp90-expressing yeast, primary screen, antimalarial PfHsp90 inhibitor project, S. cerevisiae, BacTiter-Glo luminescence, single point, set 2. 0.32% of 310,000 active. BacTiter-Glo ATP, 48 h; yeast lacking PDR1 and PDR3 efflux regulators. inhibition, % at 9.4 µM. AID 504621, 2011;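 active means every replicate shows inhibition above about 80%, whatever the replicate mean, limit read from the data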;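 further: 0% = DMSO neutral controls and 100% = 20 µM radicicol positive controls; yeast relying on Plasmodium falciparum Hsp90 in place of its own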
PKA-R1A activ – activators of PKA-R1A holoenzyme, primary screen, biochemical, fluorescence polarization, Cy5-IP20, bovine R1A, mouse PKAc; 0.083% of 340,000 active; PKA-R1A dissociation; scaled: DMSO 0%, 113 µM cGMP 100%; cAMP-dependent protein kinase type I-alpha regulatory subunit (Bos taurus) + …; activation, % at 11.4 µM;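 active means percent activation above the mean of all tested compounds plus 3 SD, cut at about 19% in these data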;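 further: higher means more PKAc released from R1A so a rise in polarization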
AddAB inh – growth inhibition of E. coli expressing H. pylori AddAB, primary screen, AddAB inhibitor project, absorbance; inhibition, % at 11.9 µM; 0.29% of 330,000 active; in the data active means inhibition above about 12%;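 further: 0% = vehicle wells of infected cells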
Tat transport – E. coli Tat export inhibitors, primary screen, MC4100, TorA-mCherry reporter, fluorescence, single point; 0.036% of 340,000 active; inhibition, % at 10 µM;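 active means mean replicate inhibition at least 50% and at least half of replicates individually reaching 50%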;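 further: exported cargo escapes ClpAP degradation while cytoplasmic cargo is degraded and loses fluorescence; 0% = median of neutral control wells and 100% = median of NaSCN control wells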
MOR-DOR inv ag – inverse agonists of MOR-DOR heterodimerization, primary screen, cell-based, luminescence. cell-based MOR-DOR heterodimer luminescence, inverse agonism. inhibition, % at 9.3 µM. AID 504357, 2011. 0.21% of 340,000 active. Mu-type opioid receptor (Homo sapiens) + Delta-type opioid receptor (Homo sapiens), …; in the data active means inhibition above about 22%, passing the limit was not always enough;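 further: 0% = cells with DMSO and 100% = wells without cells with DMSO; values of inactives mirror those of a sister screen read the other way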
* marks the source's active call; other numbers are inactive results; . = no result given.

| SMILES | E coli growth | Pemphigus Ab inh | OPRM1-OPRD1 ag | SUMO Mot1 rescue | phage Ecoli inh | Arr AP2 block | PfHsp90 yeast 2 | PKA-R1A activ | AddAB inh | Tat transport | MOR-DOR inv ag |
| --- | --- | --- | --- | --- | --- | --- | --- | --- | --- | --- | --- |
| Cc1ccc(O)c(-n2nc3ccccc3n2)c1 | 4.1 | 96 | 3.0 | 14 | 2.6 | 21 | -15 | 2 | 0.7 | -2 | -17 |
| COCCCNC(=O)c1ccc(CS(=O)(=O)Cc2cccc(C)c2)o1 | 2.2 | 114 | 0.5 | -2 | 1.7 | 3 | 11 | 8 | 2.2 | 3 | -3 |
| Fc1ccc(-c2cc(C(F)(F)F)n3ncnc3n2)cc1 | 3.0 | 98 | -2.4 | -3 | 4.3 | 9 | 3 | 0 | 4.3 | 2 | 11 |
| COc1ccc(CCNC(=O)/C(C#N)=C/c2cccc(OCc3ccccc3)c2)cc1OC | 1.6 | 98 | 2.2 | 243 | 0.1 | 1 | -24 | 8 | 7.5 | 4 | -12 |
| C[C@H](CO)N1C[C@H](C)[C@@H](CN(C)C(=O)Nc2ccc(C(F)(F)F)cc2)Oc2ccc(NC(=O)C3CCCCC3)cc2C1=O | -5.0 | 98 | -0.1 | -6 | 1.2 | 4 | 0 | 0 | 0.0 | -7 | 0 |
| NS(=O)(=O)c1ccc(CCNC(=O)CSc2nc3ccsc3c(=O)n2CCCCC(=O)O)cc1 | 0.2 | 103 | -1.3 | -17 | 2.1 | 0 | 20 | -4 | -0.6 | 1 | 7 |
| COC(c1ccccc1)c1nnc(CCC(=O)NCCCc2ccccc2)o1 (centres undefined) | -1.8 | 108 | -2.9 | -12 | 4.7 | -1 | -26 | 9 | 1.9 | 0 | 15 |
| C=CC(=O)NCc1ccc(-c2csnn2)cc1 | 0.1 | . | -3.3 | -12 | 3.1 | -4 | -33 | 3 | 0.2 | 2 | 16 |
| Brc1cccc(-c2nnc(-c3ccccc3)o2)c1 | -2.0 | 87 | 6.0 | 1 | 0.8 | -5 | -28 | 2 | -1.8 | 6 | -30 |
| Cc1nc(N2CCOCC2)c(C#N)c2c1COC(C)(C)C2 | 2.5 | 103 | 1.2 | 3 | 2.3 | -4 | -3 | -7 | 2.0 | -11 | -6 |
| Cc1cc(F)ccc1NCc1cc2c(cc1[N+](=O)[O-])OCO2 | -0.3 | . | 7.5 | -9 | 3.1 | 13 | 66 | -8 | 1.2 | 8 | -47 |
| O=C(Nc1ccc(Br)cc1)C1Cc2ccccc2O/C1=N\O (centres undefined) | . | 100 | 2.5 | -7 | 1.3 | 5 | 3 | -2 | . | 0 | -12 |
| CC(=O)Nc1ccc(Oc2nc(C(F)(F)F)nc3ccccc23)cc1 | 0.7 | 129 | -2.6 | 11 | 2.2 | 31 | 12 | -8 | -0.7 | -7 | 12 |
| CC(CCNC(=O)c1ccccc1)(CCNC(=O)c1ccccc1)[N+](=O)[O-] | . | 102 | -3.1 | . | 1.0 | 30 | -18 | -1 | . | 4 | 14 |
| CN1CCC(OC(=O)COc2ccc(Br)cc2)CC1 | 0.8 | 109 | 0.7 | 4 | 4.0 | 27 | 2 | -9 | 4.8 | 2 | -3 |
| Cc1c(NC(=O)CSCc2ccco2)c(=O)n(-c2ccccc2)n1C | -2.1 | 105 | -2.7 | -8 | -1.8 | -2 | 14 | 2 | 0.8 | -7 | 14 |

An excerpt from above, showing only Tat transport.
| SMILES | Tat transport |
| --- | --- |
| CC(=O)Nc1ccc(Oc2nc(C(F)(F)F)nc3ccccc23)cc1 | -7 |
| CN1CCC(OC(=O)COc2ccc(Br)cc2)CC1 | 2 |

Further compounds follow.
| SMILES | E coli growth | Pemphigus Ab inh | OPRM1-OPRD1 ag | SUMO Mot1 rescue | phage Ecoli inh | Arr AP2 block | PfHsp90 yeast 2 | PKA-R1A activ | AddAB inh | Tat transport | MOR-DOR inv ag |
| --- | --- | --- | --- | --- | --- | --- | --- | --- | --- | --- | --- |
| Cc1ccc(-c2cc(C(=O)NCc3cnn(C)c3)c3cc(Br)ccc3n2)cc1 | 0.5 | 79 | 5.1 | 44 | 2.3 | 6 | -7 | -8 | 3.2 | -3 | -26 |
| CCOc1ccc(NCC(=O)Nc2ccc(Cl)cc2C)cc1 | 0.2 | 104 | -1.3 | 7 | 3.2 | -5 | . | 1 | 1.8 | 4 | 6 |
| CCn1c(C)nc2cc(S(=O)(=O)N3CCCCC3)ccc21 | -1.2 | 99 | 1.6 | 5 | 2.6 | 3 | 31 | -1 | 2.8 | 5 | -8 |
| CCC1=NN(C(=O)COc2ccccc2C)C(O)(c2ccncc2)C1 (centres undefined) | -2.1 | 106 | -0.2 | -9 | 3.9 | -2 | -7 | 3 | -0.5 | 4 | 2 |
| COc1cccc(CN(C)C(=O)c2cccc(S(=O)(=O)N3CCN(Cc4ccccc4)CC3)c2)c1OC | . | 105 | 1.4 | . | 4.2 | 4 | . | -2 | . | 18 | -9 |
| O=C(c1ccc([N+](=O)[O-])s1)N1CCN(c2ccccc2)CC1 | 0.3 | 97 | 5.6 | -14 | 4.9 | -6 | 3 | -4 | 1.3 | 16 | -35 |
| Cc1cc(C(=O)OCC(=O)Nc2ccccc2C)c(C)o1 | 1.1 | 104 | -0.1 | 0 | 3.6 | 11 | 12 | 6 | 2.3 | 0 | 1 |
| CC(=O)Nc1nc2ccccc2n1Cc1ccc(C)cc1 | -6.3 | 101 | -1.4 | . | -3.9 | 30 | -7 | 6 | -6.5 | 19 | 6 |
| COC(=O)c1ccc(C)c(-n2c(C)cc(C=O)c2C)c1 | 0.0 | 85 | -0.6 | -10 | 2.6 | 15 | 20 | 3 | 3.5 | -5 | 3 |
| Cc1cc(C)c(NC(=O)CN(C2CCCCC2)C2CCCCC2)c(C)c1 | -0.9 | 105 | 0.2 | 22 | 2.4 | 23 | -17 | 10 | 3.1 | 4 | -1 |
| Cc1[nH]n(-c2ccccc2)c(=O)c1C(c1ccccc1C(=O)O)c1c(C)[nH]n(-c2ccccc2)c1=O | 1.9 | 110 | -1.9 | -3 | 4.4 | -1 | 3 | -4 | 2.1 | 12 | 10 |
| O=C(/C=C/c1ccc(Cl)cc1)NCc1ccncc1 | 2.0 | 116 | -1.1 | 566* | 4.5 | 14 | 15 | -2 | 3.3 | 3 | 6 |
| Cc1cccc(C)c1OCC(=O)Nc1ccccc1C(F)(F)F | -0.3 | 98 | 6.5 | 10 | 2.4 | 21 | -2 | -2 | 0.4 | 3 | -34 |
| Cc1ccc(NC(=O)CCn2cnc3ccccc3c2=O)cc1 | -1.1 | 103 | -1.4 | -1 | 4.3 | -31 | -12 | 0 | -0.6 | -5 | 7 |
| COc1ccc(NC(=O)CN(C)S(=O)(=O)c2ccc3c(c2)CC(C)N3C(C)=O)c(OC)c1 (centres undefined) | -0.1 | 100 | -1.8 | -10 | 2.1 | 3 | 11 | -3 | 3.2 | 1 | 9 |
| CCOC(=O)c1[nH]c2ccc(OC)cc2c1NC(=O)CCN1CCSCC1 | -0.7 | 96 | -2.0 | 210 | 1.3 | -13 | 29 | 2 | 3.0 | 1 | 12 |
| CC(C)(C)n1nnnc1C(c1cccnc1)N(Cc1ccccc1)Cc1ccco1 (centres undefined) | 1.7 | 104 | 2.6 | 18 | 0.7 | 1 | 10 | 1 | 0.5 | 7 | -15 |
| CC(C)NC(=O)NC(=O)COC(=O)c1ccc(NC(=O)CC#N)cc1 | 1.1 | 94 | -1.0 | 2 | 0.8 | 6 | -4 | 7 | 1.9 | -8 | 6 |
| O=C(O)CCC(=O)Nc1cccc2cccnc12 | 1.9 | 100 | -1.9 | -17 | 3.6 | 13 | -22 | -9 | -1.4 | -6 | 10 |
| CCOC(=O)c1cc(C)nc(Sc2ccc(C)cc2)c1C#N | -2.3 | 98 | 0.6 | -6 | 2.1 | -7 | -6 | -21 | 1.9 | 1 | -3 |
| Cc1cc(SCC(=O)N2CCCC2=O)nc2c(C)cccc12 | 2.5 | 107 | 2.5 | -1 | 4.6 | 2 | . | -1 | 3.3 | -6 | -16 |
| O=C(CCSCc1ccccc1F)N1CCN(c2ccccn2)CC1 | -0.5 | 95 | 1.9 | 8 | 1.3 | 5 | . | 1 | 3.3 | 9 | -11 |
| O=C(Nc1ccn(Cc2c(F)c(F)c(F)c(F)c2F)n1)c1ccc(COc2ccccc2Cl)cc1 | -0.2 | 98 | 1.7 | -9 | 2.6 | -1 | 0 | -1 | -0.1 | -2 | -9 |
| Cc1ccc(S(=O)(=O)N2CCC(C(=O)NCc3cccnc3)CC2)cc1 | -1.6 | 107 | -1.3 | 1 | 0.8 | 11 | -27 | -4 | -0.4 | -8 | 7 |
| CCC(C)NC(=O)C1CCN(C(=O)c2ccccc2)CC1 (centres undefined) | -0.4 | 121 | -1.7 | 8 | 0.7 | 35 | -17 | -2 | -0.8 | 7 | 10 |
| CCc1noc(C)c1C(=O)NC1CCCc2c1cnn2-c1ccc(C(C)(C)C)cc1 (centres undefined) | 1.8 | 98 | -3.7 | 0 | 4.0 | 12 | 7 | -8 | 0.3 | 1 | 20 |
| C[C@H](CO)N1C[C@H](C)[C@@H](CN(C)C(=O)Nc2ccc(C(F)(F)F)cc2)Oc2c(NS(=O)(=O)c3ccccc3)cccc2C1=O | 1.8 | 104 | -1.9 | 0 | 2.4 | 2 | 0 | -4 | 1.4 | 6 | 11 |
| COc1ccc(CC(=O)Nc2c3c(nn2C(C)(C)C)CS(=O)C3)cc1 (centres undefined) | -1.6 | 97 | -2.6 | -10 | 0.4 | 18 | -12 | -2 | 1.7 | -6 | 13 |
| COc1ccc(C)cc1S(=O)(=O)N1CCc2ccccc2C1 | -1.3 | 114 | -0.3 | 115 | 1.5 | 18 | -5 | -1 | 2.7 | 1 | 2 |
| CNS(=O)(=O)c1ccc2c3c(cccc13)C(=O)N2 | . | 107 | -0.9 | 75 | 4.9 | 10 | 20 | -7 | . | 3 | 4 |
| Cc1ccc(-c2nc(NCCN(C)C)c3ccccc3n2)cc1 | 0.7 | 106 | 1.5 | -7 | -0.5 | -1 | 2 | -7 | 0.8 | -9 | -7 |
| CN1C(=O)N(C)C(c2ccccc2Cl)C2=C1CC(C)(C)CC2=O (centres undefined) | 0.1 | 126 | 0.8 | 56 | 1.8 | -6 | 3 | -6 | 0.7 | 2 | -6 |
| COC(=O)c1ccccc1N/C=C/C(=O)c1ccc(Br)cc1 | -1.1 | 99 | 0.7 | 5 | 3.0 | 11 | 26 | 0 | -1.0 | -7 | -4 |
